NPR2 activator: GC-B (human) receptor activation | P20594 | HEK293-GC-B cells, CNP EC30, cGMP TR-FRET; 0% at EC30 CNP, 100% saturating CNP | activation, % at 10 µM | 370,000 compounds, 0.11% hits | AID 1920062;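 active = activation at 10 µM reaching about 35% in either raw or pattern-adjusted values, limit read from the data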
DAX1 inh-1: NR0B1 (DAX1) inhibition. HEK293 Gal4-DAX1 luciferase reporter, luminescence. inhibition, % at 6.75 µM. 340,000 compounds, 0.99% hits. AID 504766;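 active = inhibition above the mean over all tested compounds plus 3 SD, cut at about 4.2% in these data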;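 note: 0% = DAX1-transfected cells with DMSO and 100% = empty-vector control cells with DMSO; inhibition shows as a rise in luminescence from relieved DAX1 repression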
Target sequence (P51843 207-470 limits assumed): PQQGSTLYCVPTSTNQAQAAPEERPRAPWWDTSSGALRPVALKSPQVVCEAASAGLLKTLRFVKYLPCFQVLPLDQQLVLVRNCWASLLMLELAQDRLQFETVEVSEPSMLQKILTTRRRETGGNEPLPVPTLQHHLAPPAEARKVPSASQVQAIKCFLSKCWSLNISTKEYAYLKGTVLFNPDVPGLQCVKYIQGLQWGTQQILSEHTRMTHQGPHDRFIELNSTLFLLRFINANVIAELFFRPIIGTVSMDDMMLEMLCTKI
SMARCA2 activ: activators of SMARCA2 function | MG213 cells, MMTV-luciferase reporter, dexamethasone, overnight | activation, % at 9.1 µM | 370,000 compounds, 1% hits | AID 652017; in the data active = activation above about 7.8%;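 note: 0% = vehicle wells and 100% = reference activator wells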
hgDAF12 agonist: agonists of H. glycines DAF-12 nuclear receptor; HEK293 GAL4-hgDAF12 UAS-luciferase reporter, agonist luminescence; normalized to butyrate control; activation, % at 6.8 µM; 370,000 compounds, 1.8% hits;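 active = activation above a cutoff set at the mean of all screened compounds plus 3 SD, cut at about 10% in these data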;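 note: 0% = DMSO wells and 100% = sodium butyrate wells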
ADAM10 inh: inhibits human ADAM10; O14672; recombinant ADAM10, EDANS/DABCYL FRET peptide cleavage, 3 h; inhibition, % at 7 µM; 370,000 compounds, 0.62% hits;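 active = inhibition above a per-campaign cutoff equal to the mean of compounds falling between control-based bounds plus 3 SD, cut at about 20% in these data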;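 note: 0% = DMSO wells while the 100% control is not disclosed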
Target sequence (O14672 214-748 limits assumed): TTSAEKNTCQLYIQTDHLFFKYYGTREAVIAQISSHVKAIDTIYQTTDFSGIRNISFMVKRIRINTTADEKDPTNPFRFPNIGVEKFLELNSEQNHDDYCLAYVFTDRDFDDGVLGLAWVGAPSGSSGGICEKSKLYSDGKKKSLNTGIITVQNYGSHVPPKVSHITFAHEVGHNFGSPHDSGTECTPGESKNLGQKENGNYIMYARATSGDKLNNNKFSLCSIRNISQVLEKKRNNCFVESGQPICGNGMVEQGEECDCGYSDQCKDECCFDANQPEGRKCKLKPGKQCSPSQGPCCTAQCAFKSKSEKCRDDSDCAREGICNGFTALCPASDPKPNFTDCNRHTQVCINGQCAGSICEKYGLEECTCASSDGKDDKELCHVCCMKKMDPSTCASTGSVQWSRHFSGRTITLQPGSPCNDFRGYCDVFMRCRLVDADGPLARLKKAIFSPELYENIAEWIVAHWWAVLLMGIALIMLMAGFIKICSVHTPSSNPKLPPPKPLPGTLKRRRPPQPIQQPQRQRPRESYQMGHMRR
sPLA2-III inh: Inhibits HGIII-sPLA2 liposome hydrolysis, primary screen. Q9NZ20. QFRET BODIPY PC-A2 liposome hydrolysis, fluorescence. inhibition, % at 12.2 µM. 370,000 compounds, 0.56% hits;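 active = inhibition above mean plus 3 SD of compounds lying within the high and low control bounds, cut at about 19% in these data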;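 note: 0% = median of test compound wells and 100% = no enzyme DMSO wells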
ssDAF-12 act: S. stercoralis DAF-12 activation, primary screen; HEK293 ssDAF-12/GRIP1 lit1-tk-luc reporter, luminescence; % of 3 µM dafachronic acid response; activation, % at 6.8 µM; 370,000 compounds, 1% hits; AID 652126;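 active = activation above the mean over all tested compounds plus 3 SD, cut at about 0.9% in these data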;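 note: 0% = DMSO-only wells and 100% = 3 µM delta7-dafachronic acid wells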
GC-A act: GC-A (human) enzyme activation; 370,000 compounds, 0.14% hits; activation, % at 10 µM; AID 1671463; HEK293 GC-A cells, cGMP TR-FRET, EC30 ANP; 0% at EC30 ANP, 100% saturating ANP; in the data active = activation above about 40%
FXN GAA850 act: activators of GAA850 frataxin (FXN) promoter. HEK293 lucGAA850 FXN promoter luciferase reporter, 24 h; percent of 10 µM SAHA response. activation, % at 6 µM. 360,000 compounds, 0.56% hits. AID 540364;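 active = activation above the average of all compounds screened plus 3 SD, cutoff fixed separately per campaign, cut at about 7.5% in these data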;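 note: 0% = DMSO wells and 100% = 10 µM SAHA wells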
DAX1 inh-2: inhibitors of DAX1 repression of SF-1 activated StAR promoter; HEK293T StAR-luciferase reporter, SF-1/DAX-1 repression relief; inhibition, % at 6.8 µM; 370,000 compounds, 1.1% hits; AID 652010;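 active = inhibition above the mean over all tested compounds plus 3 SD, cut at about 3.6% in these data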;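 note: 0% = DAX-1 cells with DMSO and 100% = cells lacking DAX-1 with DMSO; higher inhibition means more luminescence from relief of DAX-1 repression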
hcDAF-12 act: H. contortus DAF-12 activation, primary screen. HEK293 hcDAF-12 lit1-tk-luc reporter, luminescence; 0% DMSO, 100% Δ7-dafachronic acid. activation, % at 6.8 µM. 370,000 compounds, 1.4% hits. AID 652067;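 active = activation above the mean of all tested compounds plus 3 SD, cut at about 5.5% in these data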;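 note: 100% = response to 3 µM Δ7-dafachronic acid high control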
* marks the source's active call; other numbers are inactive results; i = inactive; / = no result given. This is a random part of the collection. About 6.6% of those tested had a hit in this group.

SMILES | NPR2 activator | DAX1 inh-1 | SMARCA2 activ | hgDAF12 agonist | ADAM10 inh | sPLA2-III inh | ssDAF-12 act | GC-A act | FXN GAA850 act | DAX1 inh-2 | hcDAF-12 act
CCOc1ccc(CCN2C(=O)C(=O)N([C@@H](CC(C)C)CN3CCC[C@H]3CN3C(=O)C(=O)NC[C@@H]3CC(C)C)C[C@@H]2Cc2ccccc2)cc1 | 2 | / | -5 | -1.8 | -14 | -4 | -0.8 | 2 | / | 0.4 | 0.3
Cc1cccc(NC(=O)c2cccnc2Oc2ccccc2)c1C(=O)O | 4 | -0.1 | -2 | -2.6 | 2 | 7 | -1.3 | 1 | 2.9 | 0.3 | -0.8
COc1ccc(-n2ccnc(SCC(=O)NCc3ccc(C)cc3)c2=O)cc1Cl | -3 | -1.2 | -2 | -1.2 | -42 | -1 | -1.1 | 2 | 1.4 | -1.8 | -2.7
COC(=O)[C@H](CCSC)NC(=O)N1CCC(C)CC1 | 6 | 0.2 | -2 | -0.5 | 6 | -5 | -1.4 | 3 | 2.2 | 0.9 | -1.4
O=C1C=C(O)C(n2cncn2)C(c2ccc3c(c2)OCO3)C1 (centres undefined) | 12 | -0.5 | 0 | -0.1 | -2 | -2 | -1.7 | -2 | 2.2 | -0.2 | -1.6
CC(O)(c1ccccc1)c1nc(-c2cccc(C#N)c2)cs1 (centres undefined) | -3 | / | -3 | 3.0 | -3 | -1 | -1.5 | -5 | 2.8 | -1.9 | -0.8
CN1C2CCC1CC(NC(=O)c1cc(Cl)cc3[nH]cnc13)C2 (centres undefined) | 7 | -0.2 | -4 | 0.6 | -3 | 8 | -1.6 | 2 | -0.5 | 0.4 | -0.4
CC(C)N=C(Nc1ccc(Cl)cc1)c1cccnc1 | 1 | -0.2 | -5 | -2.2 | -6 | 6 | -2.0 | -5 | 0.3 | -0.1 | -0.1
CC(OC(=O)c1cc(=O)c2ccccc2o1)C(=O)Nc1ccc(N(C)C)cc1 (centres undefined) | -5 | -0.6 | 3 | 1.4 | -8 | 7 | -0.9 | -9 | 1.2 | -0.3 | -0.6
COC(=O)/C=C1\S/C(=N/N=C/c2ccco2)NC1=O | 0 | 0.4 | -3 | -1.0 | 6 | -10 | -1.0 | 0 | 1.2 | 0.2 | -1.3
CCOc1ccc(S(=O)(=O)n2cnc(C)c2)cc1 | 7 | 2.3 | -1 | -1.1 | -1 | -3 | -1.1 | 0 | 1.6 | -0.6 | -1.1
CC1=CN2C(=NC(=O)CC2(C)C(=O)N(CC(=O)NC2CCCC2)c2cc(C)cc(C)c2)C=C1 (centres undefined) | -2 | 2.4 | 0 | 0.2 | i | 1 | -1.4 | 2 | 2.1 | 1.1 | 0.9
CC1=C(C(=O)OC2CCCCCCC2)C(c2cccc(O)c2)NC(=O)N1 (centres undefined) | 0 | -0.6 | -5 | -4.2 | 17 | -43 | -1.8 | -1 | 1.0 | -0.6 | -1.7
O=C(O)CNc1nc(NCc2ccc(Cl)cc2)ccc1[N+](=O)[O-] | -4 | 0.4 | -3 | -1.0 | 15 | -5 | -0.1 | 1 | 0.8 | -1.1 | -1.1
O=C(Cn1[nH]c(=O)c2ccccc2c1=O)NCc1cccnc1 | 1 | 1.4 | 4 | 1.1 | -6 | 0 | -1.4 | -1 | -2.4 | -0.1 | 0.2
COc1cccc2c1oc1c(SCc3nc4ccccc4[nH]3)nc(C)nc12 | 2 | -1.0 | 1 | -1.4 | -20 | 1 | 0.1 | 4 | 3.9 | 0.1 | -0.6
COCCNc1c2c(nc3c(-c4ccccc4)c(C)nn13)CCCC2 | -4 | 0.5 | -3 | -0.8 | -9 | 8 | -2.0 | 3 | 1.2 | -1.4 | 0.6
Brc1ccc2c(c1)OCCOCCOCCOCCOCCO2 | 7 | 0.0 | -2 | -0.6 | 4 | 1 | -1.4 | -5 | 0.8 | 0.6 | 1.7
Fc1ccc(Nc2nc(N/N=C/c3ccco3)nc(N3CCCCC3)n2)cc1 | / | -2.9 | -2 | -2.0 | 6 | -2 | -2.4 | / | -0.5 | -0.7 | -1.1
CCc1nc(NCCN2CCOCC2)c(C#N)c2c1CCCC2 | -2 | -0.6 | 1 | -0.6 | -5 | -3 | -1.4 | -3 | 1.5 | -0.5 | -1.0
CCOC(=O)C1CCN(c2c(-c3ccccc3)c3cc(Cl)ccc3[nH]c2=O)CC1 | -6 | -0.5 | -1 | -0.8 | -1 | -4 | -1.2 | -4 | 3.9 | 0.0 | -1.6
O=S(=O)(NCc1ccccc1)c1ccc(-n2cccn2)cc1 | -3 | 0.5 | 0 | -1.3 | 7 | -2 | -1.3 | 1 | 0.8 | -1.1 | -0.8
CN(CCC(=O)Nc1ccc(Cl)cc1)Cc1ccccc1 | -5 | -0.3 | -4 | 0.3 | -2 | 3 | -1.2 | 1 | 0.3 | 0.6 | -2.4
COC(=O)[C@]12CCCCC=C1N(CCc1ccc(OC)c(OC)c1)C(=O)[C@H](CC(=O)N1CCSCC1)C2 | 8 | / | -3 | -4.4 | -10 | 2 | -0.7 | 0 | / | -0.9 | -1.3
Cc1ccc(C(=O)NCC(=O)NCc2cc(=O)n(C)c(=O)n2C)cc1C | 1 | 0.1 | 2 | -0.1 | 0 | -1 | -0.8 | 2 | 1.4 | 0.5 | 0.2
CC(=O)N(Cc1c(C)nn(-c2ccccc2)c1Cl)c1ccc(Cl)cc1 | -15 | 1.6 | -1 | -1.4 | -1 | -2 | -0.8 | -31 | -1.7 | -0.3 | -2.8
COc1ccc(C2=NOC(C)(c3nnc(-c4ccncc4)o3)C2)cc1 (centres undefined) | 4 | 0.4 | 0 | 1.2 | -6 | 5 | -1.4 | -3 | 0.5 | -0.3 | -1.9
Cc1ccc(S(=O)(=O)N2CCN(C(=O)COC(=O)c3cnc(C)cn3)CC2)c(C)c1 | -1 | 2.7 | -4 | 2.9 | 10 | -12 | -0.8 | 1 | -0.3 | 2.6 | 0.0
Cc1cccc(C(=O)Nc2nnc(-c3ccco3)o2)c1 | -1 | -0.1 | 0 | 2.5 | 4 | -6 | -1.5 | 3 | 0.6 | 0.5 | 1.6
O=C(Cn1c(NCCO)nc2ccccc21)N1CCN(Cc2ccccc2)CC1 | 2 | 0.4 | 0 | -0.2 | -1 | -2 | -1.9 | 0 | 2.2 | -0.3 | -0.9
O=C(c1ccco1)N1CCN(C(=O)C2CC(c3ccc(F)cc3)=NO2)CC1 (centres undefined) | -2 | -1.1 | -2 | -4.6 | 4 | 0 | -0.2 | 4 | -0.1 | 0.4 | 0.4
Cc1ccc2c(c1)COc1c3ccc(C(=O)NCCO)cc3nn1-2 | -2 | 2.0 | 6 | 7.4 | -452 | 5 | -0.2 | -1 | 2.4 | 1.4 | 2.1
O=C(NCc1ccc2c(c1)OCO2)C1CCCCC1 | 0 | 0.5 | 2 | 2.6 | 3 | -1 | -0.1 | 6 | 1.2 | 0.9 | -1.0
Nc1n[nH]c(-c2ccc(F)cc2)n1 | 6 | -0.8 | 5 | 0.5 | 7 | 0 | -0.6 | 6 | 2.3 | 0.1 | 0.4
CCC(CCC(=O)Nc1ccc(S(N)(=O)=O)cc1)C(=O)O (centres undefined) | 2 | 0.7 | -3 | -1.7 | 11 | -3 | -0.9 | 3 | 2.2 | -0.1 | 0.1
COc1ccc(OC)c(S(=O)(=O)N2CCCC(C(=O)NCc3ccncc3)C2)c1 (centres undefined) | -6 | -0.5 | -3 | -0.7 | 2 | 0 | -0.4 | -1 | -0.8 | -0.4 | 0.2
Cn1c(-c2ccccc2)n[nH]c1=S | 6 | 0.5 | 3 | -0.2 | 4 | 9 | -1.5 | 2 | -0.4 | -0.5 | -0.8
CC(C)(C)c1ccc(C(=O)Nc2nnc(C3=COCCO3)o2)cc1 | 5 | 1.6 | 0 | -0.9 | -1 | 8 | -1.1 | -2 | 3.9 | -0.9 | -2.0
O=C1OCCC1=COCCCCCOC=C1CCOC1=O | 0 | 1.5 | -1 | 0.8 | -11 | -1 | -1.0 | 2 | 0.3 | -1.0 | 0.2
CCN(CC)Cc1c(O)ccc2cc(-c3nc4ccccc4n3C)c(=O)oc12 | 7 | 0.7 | 4 | -0.5 | i | 2 | -0.9 | 12 | -1.5 | 0.1 | 2.0
Cc1cccc(C)c1NC(=O)COC(=O)c1cccnc1 | 2 | 1.8 | 1 | -2.9 | -8 | 3 | -1.4 | 2 | 0.3 | 0.0 | 0.0
COc1cc(C(C)=O)ccc1OCC(=O)N1CCCC1c1ccc2c(c1)OCCCO2 (centres undefined) | -6 | 4.2 | -1 | 2.5 | -9 | 2 | -0.8 | -4 | 0.8 | -0.6 | -0.2
COc1ccc(-c2cc(C(=O)N3CCCCC3)no2)cc1OC | 0 | 1.3 | 8.7* | 6.3 | -1 | -3 | -1.0 | 2 | 4.9 | 1.7 | 3.9
Cc1cnc(C(=O)OCc2ccc(Br)cc2F)cn1 | -3 | 0.3 | -4 | 1.9 | -9 | 9 | -1.2 | -2 | 0.9 | 0.0 | 2.0
CN1C[C@@H]2[C@@H]3C(=O)N(C)C(=O)[C@@H]3[C@](C)(C1=O)N2C(=O)c1ccc(Cl)cc1 | 3 | 0.5 | -1 | -0.1 | 4 | 13 | -0.1 | 2 | -1.2 | 0.1 | -0.2
O=S(=O)(Nc1ncnc2sc3c(c12)CCC3)c1ccc2ccccc2c1 | -1 | -0.9 | -1 | -0.6 | 0 | -53 | -0.4 | 0 | -0.5 | -0.3 | -0.9
CS(=O)(=O)c1ccc(Cl)c(NC(=O)COC(=O)CCCN2C(=O)c3cccc4cccc(c34)C2=O)c1 | 7 | -0.5 | -2 | 2.5 | -40 | 2 | -1.1 | 4 | 0.4 | -0.4 | -0.3
COc1ccc(Cl)cc1C(=O)CSc1nnnn1C1CCCC1 | -5 | 1.2 | 2 | -1.2 | 5 | -61 | -0.8 | 0 | 2.5 | 0.7 | -0.6
CC(Oc1ccccc1)C(=O)N=C1SC2CS(=O)(=O)CC2N1Cc1ccc(F)cc1 (centres undefined) | -6 | 0.8 | -2 | 1.3 | 3 | -11 | -1.4 | -2 | -0.3 | -1.2 | -2.6
O=C(NCc1ccccc1)[C@H]1CCCN1C(=O)[C@H]1CCCN1C(=O)C1CCCCC1 | -4 | / | -3 | -1.0 | 2 | 2 | -0.5 | 3 | / | -0.9 | -0.6
O=C(Nc1cccnc1)c1ccc(-c2ccc(Cl)cc2)o1 | -1 | -0.5 | 6 | 3.1 | 5 | 3 | -0.7 | -2 | 1.0 | -0.4 | 0.3

Compound profiles (already shown):
COc1cc(C(C)=O)ccc1OCC(=O)N1CCCC1c1ccc2c(c1)OCCCO2 (centres undefined) is listed as NPR2 activator: -6; DAX1 inh-1: 4.2; SMARCA2 activ: -1; hgDAF12 agonist: 2.5; ADAM10 inh: -9; sPLA2-III inh: 2; ssDAF-12 act: -0.8; GC-A act: -4; FXN GAA850 act: 0.8; DAX1 inh-2: -0.6; hcDAF-12 act: -0.2
O=C(Nc1cccnc1)c1ccc(-c2ccc(Cl)cc2)o1 is listed as NPR2 activator: -1; DAX1 inh-1: -0.5; SMARCA2 activ: 6; hgDAF12 agonist: 3.1; ADAM10 inh: 5; sPLA2-III inh: 3; ssDAF-12 act: -0.7; GC-A act: -2; FXN GAA850 act: 1.0; DAX1 inh-2: -0.4; hcDAF-12 act: 0.3

Source: PubChem (several laboratories)
